Assay outcomes deposited in PubChem BioAssay by several laboratories.
rCAG RNA binder – r(CAG) repeat RNA binding. TO-PRO-1 dye displacement fluorescence. inhibition, % at 3 µM. hit rate 1.3% among 370,000. AID 651821;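 active means inhibition above the plate cutoff, the mean of all test compounds on that plate plus 3 SD, cut at about 35% in these data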;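 further: 0% = DMSO alone and 100% = 100 µM mitoxantrone as full dye displacement; higher means more dye released from RNA so lower well fluorescence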
LEDGF integ inh – blocks HIV-1 LEDGF/p75-dependent DNA integration. TR-FRET IN-LEDGF/p75 DNA integration, Eu/Cy5. inhibition, % at 3.7 µM. hit rate 0.64% among 370,000. AID 743269;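 active means inhibition above the screen-wide mean plus 3 SD, cut at about 13% in these data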;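 further: signal is the Cy5 over europium emission ratio at 671 and 618 nm; 0% = plate median of compound wells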
SIAE primary – blocks human sialic acid acetylesterase. SIAE FP-Rh probe binding, fluorescence polarization. inhibition, % at 9.66 µM. hit rate 0.69% among 370,000. AID 1053197;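 active means inhibition above a cutoff: mean of compounds within the control limits plus 3 SD of those, cut at about 17% in these data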;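 further: 0% = plate median of compound wells and 100% = probe without SIAE protein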
mABHD4 FP – inhibitors of mouse ABHD4. AID 720543. hit rate 0.54% among 370,000. purified mABHD4, FP-Rh probe fluorescence polarization. Q8VD66. inhibition, % at 8.92 µM;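 active means inhibition exceeding the mean over every tested compound plus 3 SD, cut at about 30% in these data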;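 further: 0% = plate median of compound wells and 100% = S159A mutant with DMSO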
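System: mouse ABHD4 enzyme, wild type / Medium: HEPES pH 7.0, NaCl, Pluronic buffer / Reagent: FP-Rh activity-based fluorescent probe / Control set: S159A mutant high control, sample median low control / Detection: fluorescence polarization with parallel and perpendicular emission, 525/598 nm / Schedule: 45 min + 60 min at 25 °C / Compound dosing: 8.92 µM, single dose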
NPR2 activator – GC-B (human) receptor activation; activation, % at 10 µM; AID 1920062; HEK293-GC-B cells, CNP EC30, cGMP TR-FRET; 0% at EC30 CNP, 100% saturating CNP; hit rate 0.11% among 370,000;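 active means activation at 10 µM reaching about 35% in either raw or pattern-adjusted values, limit read from the data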
Target sequence (P20594 whole entry, looked up): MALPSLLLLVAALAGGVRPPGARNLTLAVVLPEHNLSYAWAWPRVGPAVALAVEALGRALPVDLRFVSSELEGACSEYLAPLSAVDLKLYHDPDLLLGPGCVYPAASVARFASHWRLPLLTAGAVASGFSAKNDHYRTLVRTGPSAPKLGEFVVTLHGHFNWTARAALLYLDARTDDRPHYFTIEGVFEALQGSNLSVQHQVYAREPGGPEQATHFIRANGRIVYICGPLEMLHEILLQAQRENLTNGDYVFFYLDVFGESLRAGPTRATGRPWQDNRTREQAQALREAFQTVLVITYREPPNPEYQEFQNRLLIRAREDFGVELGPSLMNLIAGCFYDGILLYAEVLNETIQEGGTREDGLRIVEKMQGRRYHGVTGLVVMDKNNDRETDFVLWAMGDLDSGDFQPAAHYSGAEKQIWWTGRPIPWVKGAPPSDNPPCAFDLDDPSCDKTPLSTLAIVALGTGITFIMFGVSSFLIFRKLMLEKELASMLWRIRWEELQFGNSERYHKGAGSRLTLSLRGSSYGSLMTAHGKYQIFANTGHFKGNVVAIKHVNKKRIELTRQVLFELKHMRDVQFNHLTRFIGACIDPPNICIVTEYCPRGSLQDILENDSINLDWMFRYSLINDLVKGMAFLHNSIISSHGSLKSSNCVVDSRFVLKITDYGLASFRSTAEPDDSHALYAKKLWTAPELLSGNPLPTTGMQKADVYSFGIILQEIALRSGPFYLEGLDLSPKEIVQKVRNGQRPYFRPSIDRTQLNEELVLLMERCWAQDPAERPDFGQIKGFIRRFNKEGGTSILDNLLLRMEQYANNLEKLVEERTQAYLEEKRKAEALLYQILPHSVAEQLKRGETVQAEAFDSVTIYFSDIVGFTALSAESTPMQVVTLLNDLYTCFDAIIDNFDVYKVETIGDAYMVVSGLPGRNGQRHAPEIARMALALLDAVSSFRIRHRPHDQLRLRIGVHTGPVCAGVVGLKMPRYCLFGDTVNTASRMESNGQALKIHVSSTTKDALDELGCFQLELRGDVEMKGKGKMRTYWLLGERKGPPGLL
TDP2 absorb – blocks human TDP2 phosphodiesterase activity. O95551. recombinant TDP2, T5PNP hydrolysis, p-nitrophenol absorbance 415 nm. inhibition, % at 12.8 µM. hit rate 0.34% among 370,000;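 active means inhibition above the mean of all tested compounds plus 3 SD, set per campaign, cut at about 25% in these data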;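 further: 0% = DMSO with enzyme and 100% = buffer with substrate but no TDP2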
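Material: recombinant human TDP2; quantity: TDP2 enzyme at 120 nM final; medium: Tris-HCl pH 7.5 with MgCl2; compound: single concentration, 12.8 µM nominal, with 1% DMSO; incubation: 2 h enzyme incubation at 37 °C; signal: epi absorbance; measure: percent inhibition; benchmarks: high control without enzyme, low control DMSO plus TDP2; repeats: singlicate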
TCR CD3 inh – inhibitors of human TCR-CD3 interaction | TAMRA-labeled TCR probe fluorescence, biochemical | inhibition, % at 9.4 µM | hit rate 0.37% among 360,000; in the data active means inhibition above about 19%;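 further: recombinant mutant TCR 2C K166C tagged with TAMRA read by polarization; 0% = receptor in buffer alone and 100% = receptor with positive control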
MBD2 inh – MBD2-methylated oligo binding inhibition; TR-FRET, MBD2 binding to methylated oligonucleotide; hit rate 0.31% among 370,000; Q9UBB5; inhibition, % at 4.4 µM; in the data active means inhibition above about 13%
PRMT1 FP inh – blocks human protein arginine methyltransferase 1; Q99873; recombinant PRMT1, activity-based probe fluorescence polarization; inhibition, % at 2.79 µM; hit rate 1.3% among 370,000;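 active means inhibition above about 21% made by adding two undisclosed values, limit read from the data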
HTRA1 inh – HTRA1 (human) protease inhibition; Q92743; recombinant HTRA1, FP-rhodamine activity-based probe, fluorescence polarization; inhibition, % at 5.96 µM; hit rate 0.5% among 340,000; AID 504803; in the data active means inhibition above about 36%;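 further: 0% = enzyme with DMSO and 100% = wells lacking enzyme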
* hit, by the source's call; · = no result given. An excerpt; count on the stated rates, not on these rows.

| SMILES | rCAG RNA binder | LEDGF integ inh | SIAE primary | mABHD4 FP | NPR2 activator | TDP2 absorb | TCR CD3 inh | MBD2 inh | PRMT1 FP inh | HTRA1 inh |
| --- | --- | --- | --- | --- | --- | --- | --- | --- | --- | --- |
| C/C(=N/NC(=O)c1ccncc1)c1ccc(NC(=O)c2ccccc2)cc1 | 2 | -3 | -1 | 2 | 0 | 8 | 2 | -4 | 0 | -4 |
| Cn1c(C(=O)N2CCCC(C(=O)NCCN3CCOCC3)C2)cc2sccc21 (centres undefined) | -5 | 0 | 4 | 4 | -3 | 8 | -1 | 5 | 2 | 4 |
| CCC(C(=O)OC)n1cnc2c(nnn2-c2ccc(C)cc2)c1=O (centres undefined) | 1 | 4 | -5 | -5 | -2 | 3 | -1 | 9 | 5 | 4 |
| Cc1sc(N/N=C/C=C/c2ccccc2)nc1-c1ccccc1 | 8 | 1 | 0 | 3 | -2 | -5 | 5 | -2 | 0 | 1 |
| CCOc1ccccc1NC(=S)NCc1ccccc1 | -2 | 2 | 5 | 3 | 4 | 0 | 9 | 3 | 3 | 8 |
| COc1ccc(C2C(C(=O)N3CCN(c4ccc(OC)cc4)CC3)c3ccccc3C(=O)N2C)cc1 (centres undefined) | -4 | -3 | -1 | -4 | 1 | 0 | -7 | 0 | 2 | 8 |
| CN1C(=O)C(C)(C)c2cc(S(=O)(=O)N3CCC(C(=O)NCc4ccc(F)cc4)CC3)ccc21 | 4 | -2 | -2 | 1 | -4 | -1 | 4 | -8 | 1 | -2 |
| O=S(=O)(Cc1nnnn1-c1ccc(Br)cc1)c1ccccc1 | 0 | 3 | 1 | 7 | 2 | 1 | 5 | -3 | 0 | 2 |
| COc1cc(/C=N/Nc2ccc3ccccc3c2)ccc1OC(=O)c1ccco1 | 12 | -7 | -3 | -3 | -3 | -17 | -6 | 6 | 11 | 7 |
| CC(CC(=O)OCC(=O)NC1CCS(=O)(=O)C1)c1ccccc1 (centres undefined) | 1 | 2 | -10 | -4 | 1 | -3 | 2 | 7 | 11 | 2 |
| CCCCOCCCNC(=O)C[C@H]1C[C@@]2(C(=O)OC)C(=C[C@H](C3CCCC3)O[C@@H]2C)N(Cc2ccco2)C1=O | 6 | 7 | -2 | -1 | -5 | -6 | · | -1 | -10 | · |
| Cc1ccc(C(=O)/C=C/c2ccc(-c3ccc(C)cc3)o2)cc1 | 18 | 2 | -2 | 2 | -3 | -15 | 2 | 1 | 50* | -11 |
| COC(=O)c1ccc(C)c(NC(=O)c2ccc(CN3CCc4ccccc4C3)cc2)c1 | -5 | 0 | 0 | -8 | 4 | -3 | 0 | -3 | 0 | -4 |
| Cn1c2c(c(=O)n(C)c1=O)CN(Cc1ccccc1)CN2 | 1 | 4 | 7 | 3 | 1 | 0 | 3 | -2 | -2 | · |
| C=C(C)C1CC=C(C)/C(=N/NC(=O)c2ccccc2[N+](=O)[O-])C1 (centres undefined) | -4 | -5 | 0 | -1 | 3 | -4 | -2 | -1 | 4 | -5 |

Some of the entries above, reformatted:
Order of values: rCAG RNA binder, LEDGF integ inh, SIAE primary, mABHD4 FP, NPR2 activator, TDP2 absorb, TCR CD3 inh, MBD2 inh, PRMT1 FP inh, HTRA1 inh
C/C(=N/NC(=O)c1ccncc1)c1ccc(NC(=O)c2ccccc2)cc1
    2, -3, -1, 2, 0, 8, 2, -4, 0, -4
Cn1c(C(=O)N2CCCC(C(=O)NCCN3CCOCC3)C2)cc2sccc21 (centres undefined)
    -5, 0, 4, 4, -3, 8, -1, 5, 2, 4
CCC(C(=O)OC)n1cnc2c(nnn2-c2ccc(C)cc2)c1=O (centres undefined)
    1, 4, -5, -5, -2, 3, -1, 9, 5, 4
Cc1sc(N/N=C/C=C/c2ccccc2)nc1-c1ccccc1
    8, 1, 0, 3, -2, -5, 5, -2, 0, 1
CCOc1ccccc1NC(=S)NCc1ccccc1
    -2, 2, 5, 3, 4, 0, 9, 3, 3, 8
COc1ccc(C2C(C(=O)N3CCN(c4ccc(OC)cc4)CC3)c3ccccc3C(=O)N2C)cc1 (centres undefined)
    -4, -3, -1, -4, 1, 0, -7, 0, 2, 8
CN1C(=O)C(C)(C)c2cc(S(=O)(=O)N3CCC(C(=O)NCc4ccc(F)cc4)CC3)ccc21
    4, -2, -2, 1, -4, -1, 4, -8, 1, -2
O=S(=O)(Cc1nnnn1-c1ccc(Br)cc1)c1ccccc1
    0, 3, 1, 7, 2, 1, 5, -3, 0, 2
COc1cc(/C=N/Nc2ccc3ccccc3c2)ccc1OC(=O)c1ccco1
    12, -7, -3, -3, -3, -17, -6, 6, 11, 7
CC(CC(=O)OCC(=O)NC1CCS(=O)(=O)C1)c1ccccc1 (centres undefined)
    1, 2, -10, -4, 1, -3, 2, 7, 11, 2

Next part:
| SMILES | rCAG RNA binder | LEDGF integ inh | SIAE primary | mABHD4 FP | NPR2 activator | TDP2 absorb | TCR CD3 inh | MBD2 inh | PRMT1 FP inh | HTRA1 inh |
| --- | --- | --- | --- | --- | --- | --- | --- | --- | --- | --- |
| O=C(Cc1ccc(Br)cc1)NNC(=O)c1cccs1 | 3 | 14* | 7 | 2 | -4 | 4 | 3 | 3 | -2 | -3 |
| COc1ccc(Cc2nnc(NC(=O)Nc3ccccc3OC)s2)cc1 | 17 | 8 | -6 | -3 | -3 | -7 | 2 | -1 | -1 | -17 |
| O=C(COc1ccc(NC(=O)c2ccccc2[N+](=O)[O-])cc1)c1ccc(F)cc1 | 5 | -1 | -3 | -1 | 0 | -2 | 2 | 0 | 1 | -5 |
| C=CCC1(CC=C)CCCN1C(=O)c1cc(COc2ccc(C)nc2)on1 | -9 | -2 | 4 | 5 | 1 | -15 | 8 | -10 | 2 | -4 |
| Cc1cc(Cl)ccc1NC(=O)CSc1nnc(Cc2cccs2)n1Cc1ccco1 | -2 | 0 | -7 | 3 | -7 | 5 | 1 | 3 | 1 | -6 |
| COc1ccc(/C(N)=N/OC(=O)CSc2ccccc2)cc1OC | -4 | 0 | 1 | 3 | 4 | -6 | -6 | 0 | 1 | -2 |
| Cc1ccc(NC(=O)c2ccccc2OCC(=O)c2ccc(F)cc2)cc1 | 1 | 1 | -4 | -10 | -6 | 6 | -5 | -4 | 2 | -5 |
| Cc1ccccc1NC(=S)N(CCc1c(C)[nH]c2ccc(F)cc12)Cc1cccnc1 | 3 | -1 | 5 | -6 | -6 | 3 | 2 | -4 | -4 | -14 |
| COc1ccc(-n2nc(C(=O)NCC(=O)Nc3cc(OC)c(OC)c(OC)c3)c3ccccc3c2=O)cc1Cl | 12 | 4 | -4 | 2 | 5 | 2 | 10 | 0 | 0 | -3 |
| COc1cc(C(=O)Nc2ccccc2N2CCN(S(C)(=O)=O)CC2)cc(OC)c1OC | -3 | 2 | 4 | -6 | 0 | 3 | 1 | -1 | -2 | -1 |
| Cc1ccc(-c2csc3ncn(-n4c(C)ccc4C)c(=O)c23)o1 | -2 | -1 | -5 | 5 | 3 | 2 | 6 | -3 | 24* | -6 |
| COc1ccc(Cn2nnnc2CN(Cc2cc3ccc(C)cc3[nH]c2=O)C2CCCC2)cc1 | 3 | 2 | 1 | 2 | -6 | 1 | -2 | -3 | 4 | -49 |
| O=C(NCCNC(=O)c1ccco1)c1ccc(Cl)c(Cl)c1 | 0 | 0 | 0 | -5 | -3 | 2 | 8 | 0 | 3 | -4 |
| Cc1nnc(SCCn2c(Br)nc3c2c(=O)n(C)c(=O)n3C)s1 | -2 | -1 | 2 | 2 | -2 | 2 | 4 | -1 | -5 | 0 |
| Cc1ccc(C)c(OCC(=O)Nc2nc3ccc([N+](=O)[O-])cc3s2)c1C | 5 | 0 | -2 | 2 | 9 | 0 | 1 | -5 | -1 | 0 |

Overlap with the part before: two entries, followed by the next part.
canonical_smiles,rCAG RNA binder,LEDGF integ inh,SIAE primary,mABHD4 FP,NPR2 activator,TDP2 absorb,TCR CD3 inh,MBD2 inh,PRMT1 FP inh,HTRA1 inh
Cc1nnc(SCCn2c(Br)nc3c2c(=O)n(C)c(=O)n3C)s1,-2,-1,2,2,-2,2,4,-1,-5,0
Cc1ccc(C)c(OCC(=O)Nc2nc3ccc([N+](=O)[O-])cc3s2)c1C,5,0,-2,2,9,0,1,-5,-1,0
COc1ccc(NC(=O)NC2CCCCCCC2)cc1,-5,-1,6,3,4,3,-1,-3,1,0
O=C(CCN1C(=O)/C(=C\c2ccccc2)SC1=S)NNC(=O)c1ccncc1,4,5,5,-1,4,-2,4,-6,-5,·
Cc1ccccc1C(=O)Nc1cccc(-c2ccc3nncn3n2)c1,12,-1,-3,-6,1,-3,0,5,1,3
Cc1ccc(-n2c(SCc3nc4ccccc4[nH]3)nnc2-c2ccncc2)cc1,-3,1,-1,-1,-15,3,7,-1,0,7
Cc1ccc(CSCC(=O)Nc2ccc(N3CCOCC3)cc2N2CCOCC2)cc1,-5,-2,12,4,5,1,4,-3,-1,-7
Cc1ccc2c(COC(=O)CNC(=O)c3ccccc3)cc(=O)oc2c1,-5,-2,-4,-4,-2,3,-1,-5,0,3
COc1ccc(OC)c(Nc2nc(-c3ccncc3)nc3ccccc23)c1,9,2,-8,0,-2,-7,-2,-4,3,-11
CCOC(=O)C1=C(c2ccccc2)NC(=O)NC1c1cc(Br)c(O)c(OC)c1 (centres undefined),-2,0,6,-6,-15,-5,4,3,-2,5
C/C(Cn1nnc2ccccc21)=N\NC(=O)c1ccc(Br)cc1,1,-2,11,0,0,6,5,-2,-3,0
Cc1ccccc1-n1c(SCc2c(C)noc2C)nnc1-c1c[nH]c2ccccc12,-5,-3,-1,-4,-10,4,-4,-2,-2,-28
Cc1nc2cc(NC(=O)N3c4ccccc4CC3C)ccc2n1C (centres undefined),-3,-2,1,-4,2,11,-3,1,-2,-5
CCC(=O)Nc1ccc2c(c1)OC[C@@H](C)N(Cc1ccccc1F)C[C@@H](C)[C@@H](OC)CN(C)C2=O,-1,-2,-4,-4,1,-7,4,-3,3,·
COc1cc(C=NN2CCCCC2)cc(OC)c1OC,0,8,6,-13,0,4,6,3,0,-16
COCCCNC(=O)CCn1nc(-c2ccc(Cl)cc2)ccc1=O,-7,-4,0,2,-7,9,-1,1,-4,0
COc1ccc(-c2c[n+](CC(=O)N3c4ccccc4Sc4ccccc43)c3n2CCC3)cc1,12,-3,3,10,7,-8,-5,-1,3,1
COc1ccc(C2C(C(N)=O)=C(C)Nc3nc(-c4ccccc4)nn32)cc1OC (centres undefined),1,2,7,-5,3,1,6,1,-10,0
